TNAP inh hiacc: human TNAP enzyme inhibitors, primary screen, biochemical, luminescent, high phosphate acceptor level, uHTS; inhibition, % at 20 µM; AID 1135, 2008; 0.03% of 200,000 active; purified TNAP, CDP-star luminescence, 1 M DEA;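 active = over 50% inhibition of tissue-nonspecific alkaline phosphatase at 20 µM in the single-dose screen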;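 note: plate controls were DMSO wells for no effect and EDTA-quenched wells as full inhibition for full effect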
Target sequence (P05186 whole entry, looked up): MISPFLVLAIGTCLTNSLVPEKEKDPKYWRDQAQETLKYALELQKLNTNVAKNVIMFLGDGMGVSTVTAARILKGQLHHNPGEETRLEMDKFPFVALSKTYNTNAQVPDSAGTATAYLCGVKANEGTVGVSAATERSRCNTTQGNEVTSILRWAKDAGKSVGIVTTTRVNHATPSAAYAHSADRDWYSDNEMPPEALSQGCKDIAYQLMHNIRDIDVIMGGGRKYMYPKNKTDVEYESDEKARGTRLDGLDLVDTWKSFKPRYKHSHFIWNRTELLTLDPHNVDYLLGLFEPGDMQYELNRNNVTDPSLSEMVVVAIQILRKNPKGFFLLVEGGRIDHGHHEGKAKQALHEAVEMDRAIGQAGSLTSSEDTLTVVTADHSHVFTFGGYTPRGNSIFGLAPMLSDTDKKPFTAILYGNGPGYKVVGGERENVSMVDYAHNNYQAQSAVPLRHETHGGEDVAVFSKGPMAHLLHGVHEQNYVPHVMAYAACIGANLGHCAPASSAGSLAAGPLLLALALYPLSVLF
S1P3 antagonist: S1P3 receptor antagonists, primary screen, cell-based; Sphingosine 1-phosphate receptor 3 (Homo sapiens), Q99500; CHO S1P3 NFAT-BLA reporter, FRET fluorescence, antagonist mode; inhibition, % at 4.98 µM; 0.27% of 170,000 active;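 active = inhibition above the plate cutoff, the mean inhibition of test wells on that plate plus 3 SD, cut at about 28% in these data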;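 note: cells challenged with S1P at its EC80 of 0.8 µM; blue over green emission ratio from cleaved BLA substrate after 4 h stimulation; 0% = S1P-stimulated wells and 100% = unstimulated DMSO-only wells; some compounds past the cut are filed as inactive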
Target sequence (Q99500 whole entry, looked up): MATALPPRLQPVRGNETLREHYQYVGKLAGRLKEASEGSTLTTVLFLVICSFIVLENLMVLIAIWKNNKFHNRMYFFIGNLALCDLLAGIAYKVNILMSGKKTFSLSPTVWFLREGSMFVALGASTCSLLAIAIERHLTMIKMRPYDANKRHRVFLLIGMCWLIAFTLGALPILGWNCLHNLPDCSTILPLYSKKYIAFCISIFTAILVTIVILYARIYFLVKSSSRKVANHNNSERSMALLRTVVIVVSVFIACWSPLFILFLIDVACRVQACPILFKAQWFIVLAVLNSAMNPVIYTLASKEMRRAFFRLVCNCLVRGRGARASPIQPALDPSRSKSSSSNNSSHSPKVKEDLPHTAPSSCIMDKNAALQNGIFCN
PMI act satM6P: human PMI activators, high substrate, primary screen, biochemical, fluorescence intensity, near-saturating mannose 6-phosphate. Mannose-6-phosphate isomerase (Homo sapiens), P34949. coupled PMI enzyme assay, resazurin fluorescence, 20 min; hits give high values; 1 = untreated enzyme, 0 = substrate-free blank. activation factor at 20 µM. 0.34% of 190,000 active. AID 1216, 2008;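 active = activation factor of 2 or more at 20 µM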
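Material: human phosphomannose isomerase with PGI, G6PDH, diaphorase coupling enzymes; amount: PMI at 15 ng/mL final; also added: Mannose-6-phosphate 1.0 mM (near-saturating) plus 0.22 mM NADP+; incubation: enzyme reaction with compound 20 min at room temperature; signal: resorufin fluorescence (Ex 544/Em 590 nm) from resazurin via diaphorase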
RAM inhibit: inhibitors of the yeast RAM network, primary screen, dse1pr::URA3 reporter, 5-FOA selection. S. cerevisiae dse1pr::URA3 reporter, 5-FOA growth OD615, 2 d; analog-sensitive cbk1-as2 kinase mutant strain. inhibition, % at 50 µM. 1.8% of 190,000 active;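 active = inhibition above a set limit, 3 SD over mean compound inhibition, cut at about 8.4% in these data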;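 note: 0% = DMSO-only wells with no growth and 100% = 10 µM 1-NA-PP1 full growth; inhibition rescues growth on 5-FOA so higher OD means more RAM inhibition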
HMGR II inh: inhibitors of E. faecalis class II HMGR, primary screen, biochemical, Enterococcus faecalis. 0.41% of 190,000 active. purified E. faecalis HMGR, NADPH absorbance 340 nm kinetic. inhibition, % at 10 µM. HMG-CoA reductase (Enterococcus faecalis, mvaE);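 active = inhibition above a set limit, the median over all tested compounds plus 3 SD, cut at about 9.5% in these data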;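 note: enzyme runs in reverse so mevalonate oxidation gives rising NADPH absorbance; 0% = complete reaction with DMSO and 100% = background rate lacking mevalonate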
PMI activator: activators of human PMI, primary screen, biochemical, fluorescence intensity, near-Km mannose 6-phosphate; 0.005% of 190,000 active; Mannose-6-phosphate isomerase (Homo sapiens), P34949; purified human PMI, coupled resazurin fluorescence, 20 min; hits give high values; 1 = vehicle control, 0 substrate-free wells; activation factor at 20 µM;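 active = activation factor of 2 or more at 20 µM, relative to plate controls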
L major viab: Leishmania major promastigote growth inhibition, primary screen. Leishmania major promastigotes, resazurin fluorescence viability. inhibition, % at 10 µM. 9% of 200,000 active; in the data active = inhibition above about 50%;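 note: promastigotes grown with compound for 44 hours at 28 °C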
Redox H2O2 prof: compounds producing H2O2 with reducing agent – biochemical, NIH compound library profiling, artefact control for MLSCN library redox annotation, primary screen; activation, % at 10 µM; AID 878, 2007; 0.03% of 200,000 active; DTT-dependent redox cycling H2O2, phenol red/HRP absorbance; 100% = 100 µM peroxide control, 0% = buffer;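 active = activation of at least 50% relative to the plate's high and low controls in the primary single-dose screen; inactive = activation below 50%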;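 note: compound incubated with DTT at 0.8 mM final as the reducing agent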
TNAP inh noacc: human TNAP enzyme inhibitors, primary screen, biochemical, luminescent, no phosphate acceptor, uHTS; purified TNAP, CDP-star luminescence, 30 min; 0.26% of 200,000 active; inhibition, % at 20 µM; Alkaline phosphatase, tissue-nonspecific isozyme (Homo sapiens), P05186; AID 1012, 2008;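 active = tissue-nonspecific alkaline phosphatase inhibition above about 50% at 20 µM in the single-dose screen, limit read from the data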;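 note: 0% = DMSO negative control and 100% = EDTA positive control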
Hsp70 act: Hsp70 transcriptional activators, primary screen, cell-based, HeLa, Hsp70 promoter luciferase, luminescence, 10 µM | activation, % at 10 µM | HeLa Hsp70 promoter luciferase reporter; scaled: vehicle 0, proteasome-inhibitor control 100% | AID 1203, 2008 | 0.04% of 200,000 active;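 active = activation above the mean across all tested compounds plus 3 SD, cutoff set per campaign, cut at about 5.5% in these data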;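 note: 100% = MG132 at 30 µM as the positive control and 0% = DMSO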
* = called active by the depositor; . = no result given.

The line under a structure holds: TNAP inh hiacc, S1P3 antagonist, PMI act satM6P, RAM inhibit, HMGR II inh, PMI activator, L major viab, Redox H2O2 prof, TNAP inh noacc, Hsp70 act
> Cc1cc(CNCc2c(C(=O)N3CCCCCCC3)nc3ccc(Cl)cn23)nn1C
  -1, -6, 1.1, -0.2, -2, 1, -1, -1.2, -4, -0.4
> CNc1sc(C(=O)c2cccs2)c(N)c1-c1nc2ccccc2s1
  15, 20, 1.4, 0.4, -5, 1.2, 18, -2.0, 7, 0.3
> COc1ccc(CC(=O)Nc2ccc3c(c2)OCO3)cc1S(=O)(=O)N1CCOCC1
  -6, -13, 1, 2.2, 1, 1, -4, 1.8, -11, -0.2
> CC1CC(C)CN(C(=O)Cn2cc(C=O)c3ccccc32)C1 (stereo unspecified)
  -4, -18, 1.1, 1.3, -2, 1.1, 5, -0.6, -4, -0.2
> COCc1cc(C)nc(SCC[N+](C)(C)CC(=O)Nc2cccc(C(F)(F)F)c2)c1C#N
  -2, -8, 1, -0.7, 1, 1, -3, -0.6, 4, -0.3
> CCOc1ccccc1Nc1cc(C)nc2nnnn12
  -5, 15, 1.1, 1.3, -8, 1, -4, -0.9, -9, 0.0
> COc1cc(/C=C/C(=O)N2CCCC2)cc(OC)c1OC
  1, -20, 1.1, 1.9, 2, 1.1, -3, -0.4, -16, -0.1
> CC1(C)CC(=O)C2=C(C1)OC(N)=C(C#N)C2CCc1ccccc1 (stereo unspecified)
  -6, -15, 1, 5.4, -6, 1, 4, 0.0, -5, 0.3
> COc1cccc2cc(C(=O)N3CCN(c4ncccn4)CC3)c(=O)oc12
  1, 18, 1.2, 1.5, 0, 1, -5, -0.5, 5, -0.1
> O=C(Nc1ccc(S(=O)(=O)Nc2ncccn2)cc1)c1cccnc1
  -3, -5, 0.9, 2.9, 3, 1, 25, -0.2, -5, -0.3

Continued.
The line under a structure holds: TNAP inh hiacc, S1P3 antagonist, PMI act satM6P, RAM inhibit, HMGR II inh, PMI activator, L major viab, Redox H2O2 prof, TNAP inh noacc, Hsp70 act
> CN(C)S(=O)(=O)c1ccc(NC(=O)CSc2ncnc3ccccc23)cc1
  2, -20, 1, 0.8, -6, 0.9, 4, 3.3, 1, -0.4
> CCOc1ccc(NC(=O)C(c2ccccn2)N(C(=O)CCl)c2ccc(F)cc2)cc1 (stereo unspecified)
  11, -5, 1.4, 1.8, -4, 1.4, -1, 0.0, -16, 0.1
> O=C(COc1cccc(NC(=O)c2ccccc2)c1)c1ccccc1
  -6, 5, 0.9, 2.1, 2, 0.8, -4, 0.5, -9, -0.2
> Cc1cc(C)nc(SCC(=O)Nc2ccc(S(=O)(=O)N3CCCCC3)cc2)n1
  -1, ., 1, 1.3, 2, 0.9, 4, 0.2, -3, -0.2
> CCOC(=O)C1C(c2ccc(O)c(OC)c2)NC(=S)NC1(O)C(F)(F)F (stereo unspecified)
  -5, -15, 1, 0.9, -2, 1, -2, -0.5, -8, -0.4
> O=C(NCCCCCCOC1=NS(=O)(=O)c2ccccc21)C(=O)Nc1ccccc1
  -5, 7, 1, 1.9, 0, 1, -8, -1.6, 1, -0.3
> Cc1ccc(CCNC(=O)C2CCCN(S(=O)(=O)c3c(C)noc3/C=C/N(C)C)C2)cc1 (stereo unspecified)
  -2, -3, 0.9, 4.7, -11, 0.9, 0, -1.3, -1, -0.2
> CCn1c(SCC(=O)N2c3ccccc3CCc3ccccc32)nc2c1c(=O)n(C)c(=O)n2C
  ., 10, ., ., ., ., 60*, 3.1, ., 0.0
> CN1CCN(c2ccccc2NS(=O)(=O)c2ccc3c(c2)CCN3C(=O)C2CCC2)CC1
  ., -10, ., ., ., ., 29, 2.5, ., -0.1
> COc1cccc([C@@H]2Oc3ccc(OC)cc3C(=O)[C@H]2OC(=O)N[C@H](C)C2CCCCC2)c1
  -4, -7, 0.9, 5.0, 1, 1, 4, 0.8, -8, -0.2

(listing goes on)
The line under a structure holds: TNAP inh hiacc, S1P3 antagonist, PMI act satM6P, RAM inhibit, HMGR II inh, PMI activator, L major viab, Redox H2O2 prof, TNAP inh noacc, Hsp70 act
> COC(=O)CN1C(=S)N(Cc2ccccc2)C(=O)C1CC(=O)Nc1ccc(OC)cc1 (stereo unspecified)
  -2, -22, 0.8, -0.1, -4, 0.7, -1, -0.8, -9, 0.1
> O=C(CSc1nc2ccccc2c(=O)n1-c1ccc(SC(F)F)cc1)Nc1ccc(N2CCOCC2)cc1
  -8, -7, 1.4, 2.8, 1, 1.5, -1, -1.6, -8, -0.1
> Cc1ccc(/C=N/Nc2ncc(Cl)cc2Cl)s1
  -3, ., 1, -0.1, -5, 1.1, 3, -18, -56, 0.2
> COCCCNc1nnc(Cc2ccccc2)c2ccccc12
  -4, -29, 1, 0.9, -1, 1.1, 18, -2.4, -7, -0.2
> O=C(Nc1nnc(C2CC2)s1)C1CC(=O)N(c2ccc3c(c2)OCCO3)C1 (stereo unspecified)
  1, 2, 1, 0.3, -3, 0.9, -9, -0.1, -11, -0.1
> Cc1ccc(-c2csc(=Nc3cccnc3)n2CCCn2ccnc2)cc1C
  -4, 6, 0.9, 4.2, 1, 1, 95*, 0.1, -10, -0.2
> CCOC(=O)CCP(=O)(O)C(C)(O)c1ccccc1 (stereo unspecified)
  -6, ., 1, -0.1, 1, 0.9, 0, 0.6, -10, 0.0
> CC1Cc2ccccc2N1C(=O)CSc1nnc(NC(=O)Cc2cccs2)s1 (stereo unspecified)
  1, -52, 1, 4.7, -10, 1, -6, -0.2, -5, -0.3
> CC1CCCN(S(=O)(=O)c2ccc3c(c2)CCN3C(=O)C2CCC2)C1 (stereo unspecified)
  1, -22, 0.9, 0.8, 4, 0.9, -6, -2.6, -7, -0.1
> Cc1ccc(NC(=O)/C(C#N)=C/c2ccc(Sc3nc(C)cc(C)n3)o2)cc1
  -4, ., 1, 5.7, 4, 0.9, -7, 0.5, -7, 0.2

(more compounds)
The line under a structure holds: TNAP inh hiacc, S1P3 antagonist, PMI act satM6P, RAM inhibit, HMGR II inh, PMI activator, L major viab, Redox H2O2 prof, TNAP inh noacc, Hsp70 act
> COc1ccc(NC(=O)C2CCCN(S(=O)(=O)c3cccnc3)C2)c(OC)c1 (stereo unspecified)
  0, 7, 1, 1.2, -2, 1, -8, -1.2, -13, -0.1
> Cc1nc(CN2CCN(C(=O)c3ccc(C(C)(C)C)cc3)CC2)cs1
  -7, ., 1.1, 0.6, -3, 1.1, 11, -0.7, -19, 0.0
> Cc1ccc(NC(=O)COC(=O)CCc2ccc(S(=O)(=O)N3CCOCC3)cc2)cc1C
  -5, 10, 0.9, 1.7, -4, 0.9, -6, -0.1, -7, -0.1
> Cc1cc(Cl)ccc1OC(C)C(=O)Nc1ccccc1N1CCOCC1 (stereo unspecified)
  -7, -9, 0.8, 9.5*, -1, 0.8, 26, -0.3, -14, 0.1
> CCOC(=O)c1c(C#N)c(SCC(=O)Nc2ccc(OC)cc2)nc2c1CN(CC)CC2
  0, 0, 1, 2.3, -4, 0.8, -1, 1.5, -11, -0.1
> CCOc1ccc(C(=O)NC(=S)Nc2ccc(NC(=O)c3ccco3)cc2)cc1[N+](=O)[O-]
  1, 18, 1.1, 0.7, -5, 1, -5, 0.4, -10, -0.3
> COc1ccc(-n2cnc3cc(NCc4cccs4)ccc32)cc1
  -3, 13, 0.8, 0.4, 4, 0.8, 26, 3.0, -14, 0.5
> CC(=O)Oc1cc2cccc(OC(C)=O)c(=O)c2c(OC(C)=O)c1OC(C)=O
  22, -7, 1, 1.1, 0, 1, -12, -0.6, -26, -0.1
> Cc1ccc(/C(O)=C2/C(=O)C(=O)N(Cc3cccnc3)C2c2ccccn2)cc1 (stereo unspecified)
  -2, 8, 1, 2.0, -2, 0.9, -5, 3.7, -6, 0.2
> COc1ccc(-c2nn(-c3ccccc3)cc2C(=O)N2CCOCC2)cc1
  -3, 12, 0.9, 0.5, -1, 0.9, -4, -2.6, -6, -0.1

One compound at a time (already shown). Screens in order: TNAP inh hiacc | S1P3 antagonist | PMI act satM6P | RAM inhibit | HMGR II inh | PMI activator | L major viab | Redox H2O2 prof | TNAP inh noacc | Hsp70 act
Entry for COc1ccc(NC(=O)C2CCCN(S(=O)(=O)c3cccnc3)C2)c(OC)c1 (stereo unspecified) : 0 | 7 | 1 | 1.2 | -2 | 1 | -8 | -1.2 | -13 | -0.1
Entry for Cc1nc(CN2CCN(C(=O)c3ccc(C(C)(C)C)cc3)CC2)cs1 : -7 | . | 1.1 | 0.6 | -3 | 1.1 | 11 | -0.7 | -19 | 0.0

(listing goes on)
The line under a structure holds: TNAP inh hiacc, S1P3 antagonist, PMI act satM6P, RAM inhibit, HMGR II inh, PMI activator, L major viab, Redox H2O2 prof, TNAP inh noacc, Hsp70 act
> COC(=O)c1sccc1NC(=O)c1c(C)c(-c2cccc(Cl)c2)nc2ccccc12
  3, -2, 0.8, 2.4, -11, 0.9, 22, 0.4, -1, -0.3
> COc1cccc(CNC(=O)C2CCN(S(=O)(=O)c3ccc4c(c3)CCC(=O)N4)CC2)c1
  -2, -33, 1, 4.6, 0, 1, -3, -1.2, -14, -0.2
> CCOC(=O)C1(CCOc2ccccc2)CCN(Cc2ccc(-n3cccn3)cc2)CC1
  -5, -13, 0.8, 1.4, 2, 0.8, 90*, 0.1, -4, -0.1
> Fc1ccc(CSc2ccc(-c3ccc4c(c3)OCO4)nn2)cc1
  7, -5, 0.9, 6.2, -3, 0.9, -5, 0.7, 6, -0.1
> NS(=O)(=O)c1ccc2nc(NC(=O)c3ccc(Br)o3)sc2c1
  3, -3, 1.1, 0.8, -8, 1.2, 1, -1.6, -3, 0.3
> COc1ccc(C(NC(C)=O)c2cc(Cl)c3cccnc3c2O)cc1OC (stereo unspecified)
  0, -20, 0.4, 4.3, -4, 0.6, 23, -0.9, -15, -0.3
> O=C(CSc1ccc2c(c1)OCCO2)Nc1cccnc1Cl
  -2, -3, 1.1, -1.0, -4, 1.1, 3, 0.2, -7, -0.3
> Cc1ccc2nc(C)cc(N/N=C/c3ccc(F)cc3)c2c1
  -3, 6, 0.9, 1.2, 0, 0.9, 8, -0.3, -1, 0.2

Source: PubChem BioAssay (several laboratories)

Random draw from the library, and some 12% of all compounds hit somewhere here.
